MBD2 DNA inh: inhibitors of MBD2 binding to methylated DNA, primary screen, biochemical, TR-FRET, DNA-binding domain, human | Methyl-CpG-binding domain protein 2 (Homo sapiens), Q9UBB5 | MBD2 binding to methylated oligonucleotide | inhibition, % at 4.4 µM | actives 0.31% (n = 370,000); in the data active = inhibition above about 13%
hgDAF12 agonist: H. glycines DAF-12 receptor agonists, primary screen, cell-based, luminescence, HEK293, GAL4 fusion, UAS-luciferase; AID 687014, 2013; Nuclear hormone receptor DAF-12 (Heterodera glycines), GAL4 fusion; HEK293 GAL4-hgDAF12 UAS-luciferase reporter, agonist luminescence; normalized to butyrate control; activation, % at 6.8 µM; actives 1.8% (n = 370,000);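 active = activation above a cutoff set at the mean of all screened compounds plus 3 SD, cut at about 10% in these data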;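 also: 0% = DMSO wells and 100% = sodium butyrate wells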
PLCb3 inh: human PLC-beta3 inhibitors, primary screen, biochemical, fluorescence. Purified PLC-beta3, fluorogenic substrate. inhibition, % at 12.2 µM. actives 0.18% (n = 370,000). AID 720704, 2013; in the data active = inhibition above about 11%;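 also: 0% = median of compound wells on plate and 100% = full blocker control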
DAX1 inh-1: DAX1 (NR0B1) inhibitors on StAR promoter, primary screen, cell-based, luminescence, SF-1 (NR5A1), full-length DAX-1. HEK293T StAR-luciferase reporter, SF-1/DAX-1 repression relief. inhibition, % at 6.8 µM. actives 1.1% (n = 370,000). AID 652010, 2013;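 active = inhibition above the mean over all tested compounds plus 3 SD, cut at about 3.6% in these data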;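 also: 0% = DAX-1 cells with DMSO and 100% = cells lacking DAX-1 with DMSO; higher inhibition means more luminescence from relief of DAX-1 repression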
Rev-erbA mod: modulators of Rev-erb alpha DNA binding, primary screen, biochemical, FITC-DNA, fluorescence polarization, uHTS. Nuclear receptor subfamily 1 group D member 1 (Homo sapiens), P20393. Rev-erbα–FITC-DNA binding, 90 min. activity, % at 10 µM. actives 0.79% (n = 370,000);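 active = activity above about 14%, limit read from the data; passing the limit was not always enough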;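 also: 0% = DMSO wells with 35 nM protein and 100% = DMSO wells with 750 nM protein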
ssDAF-12 act: S. stercoralis DAF-12 nuclear receptor activators, primary screen, cell-based, luminescence, HEK293, GRIP1 co-expression, lit1-tk-luc. HEK293 ssDAF-12/GRIP1 lit1-tk-luc reporter; % of 3 µM dafachronic acid response. AID 652126, 2013. actives 1% (n = 370,000). activation, % at 6.8 µM. Nuclear hormone receptor DAF-12 (Strongyloides stercoralis);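 active = activation above the mean over all tested compounds plus 3 SD, cut at about 0.9% in these data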;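 also: 0% = DMSO-only wells and 100% = 3 µM delta7-dafachronic acid wells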
DAX1 inh-2: DAX1 (NR0B1) inhibitors, primary screen, cell-based, HEK293, Gal4-DAX1, luciferase luminescence; actives 0.99% (n = 340,000); inhibition, % at 6.75 µM; AID 504766, 2011; Nuclear receptor subfamily 0 group B member 1 (Homo sapiens), P51843; HEK293 Gal4-DAX1 luciferase reporter;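 active = inhibition above the mean over all tested compounds plus 3 SD, cut at about 4.2% in these data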;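 also: 0% = DAX1-transfected cells with DMSO and 100% = empty-vector control cells with DMSO; inhibition shows as a rise in luminescence from relieved DAX1 repression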
hcDAF12 agonist: H. contortus DAF-12 nuclear receptor activators, primary screen, cell-based, luminescence, HEK293, lit1-tk-luc reporter. HEK293 hcDAF-12 lit1-tk-luc reporter; 0% DMSO, 100% Δ7-dafachronic acid. AID 652067, 2013. activation, % at 6.8 µM. actives 1.4% (n = 370,000);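 active = activation above the mean of all tested compounds plus 3 SD, cut at about 5.5% in these data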;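 also: 100% = response to 3 µM Δ7-dafachronic acid high control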
ADAM17 inh: ADAM17 inhibitors, primary screen, biochemical, QFRET; recombinant ADAM17, EDANS/DABCYL FRET peptide cleavage; inhibition, % at 6.95 µM; actives 0.83% (n = 370,000);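 active = inhibition above the mean of compounds lying between control limits plus 3 SD, set per campaign, cut at about 8.5% in these data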;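 also: 0% = DMSO-only wells as the low control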
PLC-gamma1 inh: PLC-gamma1 enzyme inhibitors, primary screen, biochemical, fluorescence, purified enzyme | inhibition, % at 12.2 µM | fluorogenic substrate | actives 0.84% (n = 370,000); in the data active = inhibition above about 9.5%
Target sequence (P19174 whole entry, looked up): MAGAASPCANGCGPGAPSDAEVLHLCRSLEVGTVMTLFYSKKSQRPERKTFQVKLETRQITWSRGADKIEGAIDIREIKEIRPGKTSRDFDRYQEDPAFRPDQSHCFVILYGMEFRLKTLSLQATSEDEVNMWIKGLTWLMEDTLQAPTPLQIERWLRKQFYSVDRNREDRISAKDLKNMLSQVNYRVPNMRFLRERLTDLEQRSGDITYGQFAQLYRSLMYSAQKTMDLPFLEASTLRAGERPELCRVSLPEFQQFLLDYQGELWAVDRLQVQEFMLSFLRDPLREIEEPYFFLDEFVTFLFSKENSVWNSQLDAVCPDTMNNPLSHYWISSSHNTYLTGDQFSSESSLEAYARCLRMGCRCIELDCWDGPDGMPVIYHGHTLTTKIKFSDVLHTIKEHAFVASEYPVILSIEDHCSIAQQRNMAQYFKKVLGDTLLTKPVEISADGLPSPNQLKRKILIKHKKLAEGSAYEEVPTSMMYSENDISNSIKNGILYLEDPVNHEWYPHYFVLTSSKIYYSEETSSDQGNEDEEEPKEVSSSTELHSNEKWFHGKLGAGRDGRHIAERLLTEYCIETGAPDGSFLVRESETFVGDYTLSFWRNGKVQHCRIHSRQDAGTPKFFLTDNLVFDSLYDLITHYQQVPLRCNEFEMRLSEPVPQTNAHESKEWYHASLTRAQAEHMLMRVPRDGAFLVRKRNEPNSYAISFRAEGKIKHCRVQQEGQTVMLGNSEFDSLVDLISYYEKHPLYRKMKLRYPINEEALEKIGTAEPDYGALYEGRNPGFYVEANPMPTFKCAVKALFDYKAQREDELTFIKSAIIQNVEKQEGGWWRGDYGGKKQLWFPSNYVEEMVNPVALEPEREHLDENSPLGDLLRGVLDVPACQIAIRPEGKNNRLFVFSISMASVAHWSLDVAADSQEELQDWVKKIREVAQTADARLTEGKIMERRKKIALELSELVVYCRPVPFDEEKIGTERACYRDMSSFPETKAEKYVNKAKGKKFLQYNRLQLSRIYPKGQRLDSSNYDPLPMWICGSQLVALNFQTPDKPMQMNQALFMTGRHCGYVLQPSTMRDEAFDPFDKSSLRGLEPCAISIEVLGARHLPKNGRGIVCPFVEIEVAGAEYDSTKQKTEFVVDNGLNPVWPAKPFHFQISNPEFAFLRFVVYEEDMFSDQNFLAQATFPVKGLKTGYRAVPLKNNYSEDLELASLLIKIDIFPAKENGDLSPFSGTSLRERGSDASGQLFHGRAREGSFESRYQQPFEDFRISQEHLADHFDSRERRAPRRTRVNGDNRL
SMARCA2 act: SMARCA2 (BRM) function activators, primary screen, cell-based, luminescence, high throughput | MG213 cells, MMTV-luciferase reporter, dexamethasone, overnight | AID 652017, 2013 | actives 1% (n = 370,000) | activation, % at 9.1 µM; in the data active = activation above about 7.8%;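 also: 0% = vehicle wells and 100% = reference activator wells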
The depositor's hits bear a star; i = inactive; . = not tested or not shown.

SMILES	MBD2 DNA inh	hgDAF12 agonist	PLCb3 inh	DAX1 inh-1	Rev-erbA mod	ssDAF-12 act	DAX1 inh-2	hcDAF12 agonist	ADAM17 inh	PLC-gamma1 inh	SMARCA2 act
CC(C)Oc1ccc(C(=O)Nc2ccc(N3CCN(C(=O)c4ccco4)CC3)cc2)cc1	0	-4.0	2	-0.5	-3	-1.8	-1.4	-4.0	0	3	-1
Cc1cccc(N2CCN(C(=O)c3ccc(Cl)c(NC4=NC5CS(=O)(=O)CC5S4)c3)CC2C)c1 (stereo not drawn)	-1	-1.4	1	-0.1	-2	-0.9	-0.1	-1.1	-1	0	0
CSCC[C@H](NC(=O)N1CCn2c1nc1ccccc12)C(=O)N[C@H](Cc1ccccc1)C(=O)O	10	-0.1	2	0.6	-8	-1.8	1.1	-0.9	-6	3	-4
COc1ccc(Nc2ccc(N3C(=O)CC(C)C3=O)cc2[N+](=O)[O-])cc1OC (stereo not drawn)	-12	-1.1	-7	-0.5	12	-1.2	-0.4	0.3	-4	0	-1
COc1ccc(CC(=O)O/N=C(\N)c2ccccc2)cc1OC	5	-2.2	-7	-0.2	2	-1.1	-0.2	-0.6	1	2	-3
O=C(NCc1ccco1)Nc1cccs1	0	-0.4	-18	0.3	11	-0.8	-0.1	0.7	-6	-15	1
COC(=O)c1ccc(CSc2nnc3nc(C)cc(C)n23)cc1	-3	-3.7	-9	-1.5	0	-2.1	-0.4	-2.5	-4	-2	-1
CCc1ccc2oc(-c3ccc(NC(C)=O)cc3)nc2c1	3	11*	-112	1.8	-9	1.1*	3.0	5.8*	-187	-95	-2
COCCNc1nc(NC(C)C)nc2ccsc12	6	1.0	1	-0.6	-3	-1.8	.	-1.0	-8	-1	0
O=C(NCc1cccnc1)c1cccs1	8	0.5	-3	0.5	-4	-0.9	1.9	-0.5	-1	3	9.5*
COc1ccc(CN2CNc3c(c(=O)n(C)c(=O)n3C)C2)cc1	-7	1.6	6	-0.2	4	-0.5	-0.8	-2.1	2	-1	2
CN(C(=O)COC(=O)CCc1nc2ccccc2c(=O)[nH]1)C1CCS(=O)(=O)C1 (stereo not drawn)	3	-0.4	2	0.5	6	-0.8	-0.3	-0.4	3	1	0
CN(C)c1ccc(N=Nc2ccc3ncccc3c2)cc1	-1	20*	2	9.3*	20	1.5*	5.8*	6.0*	-3	-2	4
CC(=O)c1cccc(S(=O)(=O)N2CCCC(c3nc4c(nnn4Cc4ccc(C)cc4)c(=O)[nH]3)C2)c1 (stereo not drawn)	1	-0.5	0	0.2	1	-0.9	0.8	-1.0	7	2	-2
COc1ccc(C(=O)NCC(=O)N/N=C(\C)Cc2ccccc2)cc1	3	1.2	-9	-0.5	0	-0.9	1.4	1.1	-2	0	0
C=CC[C@H](CC(=O)N[C@H](CO)Cc1ccccc1)C(=O)N[C@@H](COC(=O)[C@@H](CC=C)Cc1ccc(F)cc1)Cc1c[nH]c2ccccc12	-2	-4.3	1	-0.1	4	-0.8	4.0	-2.0	2	3	-1
O=C(CSc1nc2c(cnn2-c2ccc(F)cc2)c(=O)[nH]1)N1CCCCC1	4	1.6	-3	-0.6	-1	-1.1	0.4	-1.3	-3	0	-1
COc1cccc(-n2c(SCC(=O)NCC3CCCO3)nc3c(c2=O)SCC3)c1 (stereo not drawn)	0	2.9	-1	-2.3	-2	-1.2	0.8	1.4	1	3	6
O=S(=O)(c1cc(F)ccc1F)N1CCN2CCCC2C1 (stereo not drawn)	-2	0.7	-5	-0.1	1	-0.3	-0.3	0.3	3	-3	-4
CCn1c(=N)c(S(=O)(=O)c2ccc(C)cc2)cc2c(=O)n3ccccc3nc21	1	-2.0	-30	1.1	-4	-1.8	.	1.3	-49	-19	-1
CCCNc1nc(N2CCOCC2)nc(N2CCOCC2)n1	2	-1.6	-1	0.8	3	-1.7	1.8	0.7	-6	-1	1
COc1ccc(C2=NOC3(CC(=O)N(c4ccc(Cl)cc4)C3=O)C2)c(OC)c1 (stereo not drawn)	-3	0.4	0	-0.1	-3	-1.0	0.5	-0.7	2	5	5
COc1ccc(CC(=O)NC(C)c2nnc(SCC(=O)Nc3ccccc3)n2C)cc1 (stereo not drawn)	2	-3.1	-3	0.9	-7	-1.5	0.7	-0.9	0	4	-1
CCOC(=O)CCNC(=O)CCNC(=O)C(c1ccccc1)c1ccccc1	-1	-1.5	-6	0.5	4	-1.7	1.6	0.3	-4	3	-2
CCN1CCc2c(sc(NC(=S)NC(=O)c3ccc(Cl)cc3)c2C(N)=O)C1	1	3.0	-14	-0.4	8	-1.8	-1.0	0.0	-4	-8	1

Only Rev-erbA mod and ADAM17 inh, for some of the entries so far:
SMILES	Rev-erbA mod	ADAM17 inh
COc1ccc(Nc2ccc(N3C(=O)CC(C)C3=O)cc2[N+](=O)[O-])cc1OC (stereo not drawn)	12	-4
CCOC(=O)CCNC(=O)CCNC(=O)C(c1ccccc1)c1ccccc1	4	-4
CSCC[C@H](NC(=O)N1CCn2c1nc1ccccc12)C(=O)N[C@H](Cc1ccccc1)C(=O)O	-8	-6

Additional structures follow.
SMILES	MBD2 DNA inh	hgDAF12 agonist	PLCb3 inh	DAX1 inh-1	Rev-erbA mod	ssDAF-12 act	DAX1 inh-2	hcDAF12 agonist	ADAM17 inh	PLC-gamma1 inh	SMARCA2 act
COc1ccc(-c2ccc(C(=O)Nc3cccc(F)c3)c3occc23)c(C)c1	-1	14*	-28	3.7*	-1	-0.4	.	4.1	-2	-22	-1
O=C(c1cc(COc2ccc(F)cc2Cl)on1)N1CCN(C2CCCC2)CC1	3	0.4	-8	-0.1	0	-1.0	-0.2	-0.5	-6	-4	-1
Cc1ccc(OCCC(=O)NNC(=O)c2cc(C)oc2C)cc1	2	1.9	-7	-0.4	-3	-1.2	4.4*	1.5	-3	2	-2
O=C(CSc1nc2ccccc2o1)Nc1ccccc1N1CCCCCC1	3	3.3	-6	-1.2	6	-1.8	0.9	-1.2	-3	-4	0
CN(C)S(=O)(=O)N1CCc2ccc(NC(=O)c3ccccc3Cl)cc2C1	0	1.0	-4	-0.1	4	-0.5	0.1	1.7	3	2	-2
O=C(CSc1nnc(-c2ccc(F)cc2)c2ccccc12)Nc1c(F)cccc1F	1	-3.0	-3	-0.5	-1	-1.4	-2.7	-1.2	4	-1	-3
S=c1[nH]nc(COc2ccc3c(c2)OCO3)n1-c1ccccc1	-3	-1.4	1	0.2	0	-1.4	1.1	0.1	1	3	0
COc1cccc(NC(=O)CSc2ccc3nnc(CCNC(=O)c4ccccc4)n3n2)c1	5	-3.6	-7	0.7	1	-1.7	-0.5	-1.7	-4	-1	-1
COc1ccc(NS(=O)(=O)c2c(F)cc(F)c(Cl)c2F)cc1S(=O)(=O)N1CCCCC1	3	-1.2	-4	-0.4	-4	-1.6	-1.2	-1.9	1	-2	-3
N#CC(C(=S)Nc1ccccc1)c1nc2ccccc2[nH]1 (stereo not drawn)	2	2.2	-127	-1.1	-6	-0.9	0.2	0.3	-2	-95	0
CCOC(=O)c1c(C)n(S(=O)(=O)c2ccc(C)cc2)c2ccc(O)c(C(=O)O)c12	-4	-1.6	-7	0.3	-3	-1.3	-1.9	-1.3	1	-2	-2
Cc1ccc(C(=O)NC2CCCCC2)cc1	0	10	0	3.1	-4	0.2	1.5	4.5	-1	-1	7
CCCCCNC(=O)C(CCc1ccccc1)n1c(=O)c(-c2ccccc2)nc2ccccc21 (stereo not drawn)	0	-0.4	-21	0.4	-3	-0.8	.	-0.3	-17	-14	0
COc1ccc(CC(=O)NC(C)c2nnc(SCC(=O)c3ccc(OC)cc3)n2C)cc1 (stereo not drawn)	0	-2.2	1	-0.9	1	-1.4	1.2	0.6	-1	-1	-4
CN(C)c1ccc(C=C2SC(=S)N(Cc3ccco3)C2=O)cc1	1	-2.6	-43	0.3	9	-1.7	1.1	0.0	-8	-29	-3
Cc1ccc2c(CC(=O)NCC3COc4ccccc4O3)coc2c1 (stereo not drawn)	-1	1.9	-3	0.2	4	-1.3	0.3	0.3	2	5	0
CCOC(=O)C1CCCN(C(=O)c2cc(S(=O)(=O)N3CCCCC3)c[nH]2)C1 (stereo not drawn)	0	0.4	1	1.0	3	-1.1	-0.7	-1.4	4	3	-4
N#Cc1cn(Cc2ccccc2)c2ccccc12	-5	-1.3	-3	-0.1	-1	-1.0	-1.3	-0.8	1	-8	3
COc1ccc(CCNCC(O)COc2ccc(Cl)cc2)cc1OC (stereo not drawn)	0	3.9	-6	0.5	-4	-1.3	1.0	-1.1	-4	2	-1
COCC(=O)Nc1nc2n(n1)C(c1ccccc1Cl)CC(c1ccc(OC)cc1)N2 (stereo not drawn)	-6	1.8	i	0.3	3	-0.2	1.2	-1.4	-174	-387	3
CNC(=O)C[C@H]1C(=O)N(CCc2ccccc2)C[C@@H]1Cc1ccccc1	5	0.2	1	2.1	1	-0.8	1.6	1.8	-5	1	-4
C=CCn1c(C)cc(-c2csc(NC(=O)C3=COCCO3)n2)c1C	-2	-0.3	-41	-0.7	-8	-1.4	3.1	0.1	-2	-33	4
O=C(/C=C/c1ccco1)c1ccc(NC(=O)C23CC4CC(CC(C4)C2)C3)cc1	6	0.8	-3	-0.7	0	-1.3	0.5	-2.4	2	-3	-2
CC(=Cc1ccccc1)C(=O)c1ccccc1	3	1.5	1	-0.9	-2	-0.5	2.2	1.0	-1	-3	-5
CCN(CC(=O)Nc1ccc2c(c1)OCCO2)C(=O)/C=C/c1ccc(OC)cc1OC	-4	2.5	-12	-2.2	-1	-0.9	0.1	1.6	-4	-13	0
Cc1ccc2c(c1)c1ncn(Cc3ccc(F)cc3)c(=O)c1n2C	1	-1.2	-19	-0.4	-4	-0.9	-2.1	1.9	-40	-10	-2
COc1ccc(NC(=O)C(C)Oc2ccc(/C(C)=N\O)cc2)cc1 (stereo not drawn)	4	-3.0	-1	-0.5	0	-1.3	0.2	-2.8	-2	0	-9
CN1CCN(C(=O)/C(=C/c2ccco2)NC(=O)c2ccccc2)CC1	-1	-1.3	-18	-0.3	1	-1.2	2.2	0.4	-3	-8	0
Cc1cc(C(=O)Nc2c(C)nn(Cc3c(Cl)cccc3Cl)c2C)no1	-7	-6.2	4	-1.2	-2	-2.1	-1.8	-3.6	-3	0	-3
O=C(CCCCn1c(=O)c2ccccc2n(Cc2ccccc2)c1=O)NC1CCN(Cc2ccccc2)CC1	13*	-0.9	-49	-0.9	-4	-1.8	-0.1	-0.8	-3	3	0

Bioassay records: PubChem BioAssay, several laboratories
